High-throughput results: PubChem BioAssay, National Center for Advancing Translational Sciences (NCATS)
Tb PYK inh = blocks Trypanosoma brucei pyruvate kinase. Q57TT1. TbPYK enzyme, Kinase-Glo Plus ATP luminescence, 45 min. Potency, µM (top dose mostly 76.8 µM), without a hit: top-dose activity, negative = inhibition, hits mostly inhibitors. 410,000 compounds, 0.12% hits. AID 624173; active = well fitted inhibition curve with a large enough effect; note: nearly all actives have a fitted effect of over 50% in size
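Assay buffer: 50 mM TEA pH 7.2, 100 mM KCl, 10 mM MgCl2, 0.05% BSA, 0.01% Tween-20. Pyruvate kinase from T. brucei plus substrate met compound, then ADP (130 uM final). Luminescence was read post 45 min RT.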
Starred values were filed as active, the others as inactive; [ ] = dose if it differs, or a comment. % is set by controls: 0 for no effect and ±100 for the full control effect; potency is the fitted concentration of half-maximal effect.

The opening 3 records (preview)
How did N#Cc1cccc(NC(=O)N2CC[C@@]3(CCCN(S(=O)(=O)c4ccccc4)C3)C2)c1 do in these assays?
Tb PYK inh: 6%

How did CCc1ccc(NC(=O)C(=O)NCCc2csc(-c3cccc(F)c3)n2)cc1 do in these assays?
Tb PYK inh: 4%

How did COc1ccc(C(C)=O)cc1CSc1nc(Nc2ccc(F)c(F)c2)c2ccccc2n1 do in these assays?
Tb PYK inh: -8%

The list itself, from the first entry:
How did N#Cc1cccc(NC(=O)N2CC[C@@]3(CCCN(S(=O)(=O)c4ccccc4)C3)C2)c1 do in these assays?
Tb PYK inh: 6%

How did CCc1ccc(NC(=O)C(=O)NCCc2csc(-c3cccc(F)c3)n2)cc1 do in these assays?
Tb PYK inh: 4%

How did COc1ccc(C(C)=O)cc1CSc1nc(Nc2ccc(F)c(F)c2)c2ccccc2n1 do in these assays?
Tb PYK inh: -8%

Results for COC(=O)N1CCC[C@@]2(CCN(C(=O)Nc3ccccc3)C2)C1 ?
Tb PYK inh: 6%

Results for CCN1CCN(Cc2nc3cc(NC(=O)c4ccccc4[N+](=O)[O-])ccc3n2CC)CC1 ?
Tb PYK inh: 1%

How did CCC(Sc1nc2nccnc2c(=O)n1Cc1ccc(Cl)cc1)C(=O)NC1CCCCC1 (stereo not given) do in these assays?
Tb PYK inh: 6%

How did CCN(CC)C(=O)Cn1c(=O)n(CCCCCC(=O)NCc2ccc3c(c2)OCO3)c(=O)c2sccc21 do in these assays?
Tb PYK inh: 4%

What do the screens show for `COc1ccc(Nc2ncnc3c2c(-c2ccccc2)cn3-c2ccc(C)c(Cl)c2)cc1OC`?
Tb PYK inh: -3%

How did Cc1cccc(NC(=O)c2nnn(CC(=O)Nc3ccc(C(C)C)cc3)c2N)c1C do in these assays?
Tb PYK inh: -6%

What do the screens show for `Cc1ccc2nc(N(Cc3cccnc3)C(=O)CCS(=O)(=O)c3ccccc3)sc2c1`?
Tb PYK inh: -5%

Results for CCS(=O)(=O)c1ncc(Cl)c(C(=O)N(Cc2ccccc2)c2ccc(OC)cc2)n1 ?
Tb PYK inh: -6%

How did Cc1cc(=O)oc2c3c(ccc12)OCN(Cc1ccccc1Cl)C3 do in these assays?
Tb PYK inh: 2%

Results for COc1cc(-c2noc(CN3CCN(c4cccc(Cl)c4)CC3)n2)cc(OC)c1OC ?
Tb PYK inh: -6%

How did CCCOc1ccc(CN(C(=O)c2cc(=O)c3ccc(C)cc3o2)C2CCS(=O)(=O)C2)cc1 (stereo not given) do in these assays?
Tb PYK inh: 2%

Results for Cc1cccc2c(=O)cc(CSc3ccccc3NC(=O)c3cccc(Br)c3)[nH]c12 ?
Tb PYK inh: -3%

What do the screens show for `CC(C)CC(=O)NCC(c1ccc2c(c1)OCO2)N1CCN(c2ccccc2F)CC1` (stereo not given)?
Tb PYK inh: -6%

Results for Cn1cc(S(=O)(=O)c2cccc(Cl)c2)c(=O)c2cc(F)c(N3CCCCC3)cc21 ?
Tb PYK inh: 0%

What do the screens show for `CCc1ccc(OCC(=O)Nc2cc3oc4ccccc4c3cc2OC)c(Br)c1`?
Tb PYK inh: 3%

How did O=S(=O)(Nc1ccc(F)c(Cl)c1)c1ccc(Br)s1 do in these assays?
Tb PYK inh: -5%

What do the screens show for `Cc1cc(C)c(NC(=O)Cc2ccc(-n3c(C)nc4cccnc43)cc2)c(C)c1`?
Tb PYK inh: -2%[15.4 µM]

How did CCc1ccc(CNC(=O)CCc2c(C)nn(-c3ccc(N4CCCCC4)nn3)c2C)cc1 do in these assays?
Tb PYK inh: 0%

What do the screens show for `O=C(Nc1cccc(F)c1)C1CCN(S(=O)(=O)c2cccc3nsnc23)CC1`?
Tb PYK inh: -7%

How did CC(C)c1ccc(NC(=O)C2CCN(c3nc(-c4ccc(C(C)C)cc4)no3)CC2)cc1 do in these assays?
Tb PYK inh: -6%

How did COC(=O)c1ccccc1NC(=O)Cn1c(=O)n(CCCC(=O)NCc2ccccc2OC)c(=O)c2ccccc21 do in these assays?
Tb PYK inh: 0%

How did COc1ccc2c(c1)CC(C(=O)NCCN1CCN(c3ccccc3F)CC1)CO2 (stereo not given) do in these assays?
Tb PYK inh: 1%

Results for Cc1ccc(/C(=C\CN2CCCC2)c2cccc(/C=C/C(=O)O)n2)cc1 ?
Tb PYK inh: 3%

What do the screens show for `CC(C)(C)NC[C@H](O)c1ccc(O)cc1Cl`?
Tb PYK inh: -7%

Results for CCc1ccc(C(=O)Nc2cccc(-c3nc4cc(C(C)C)ccc4o3)c2)cc1 ?
Tb PYK inh: -1%

How did Cc1nnc(N2CCCC(C(=O)Nc3ccccc3C(F)(F)F)C2)c2nn(-c3ccccc3)c(C)c12 (stereo not given) do in these assays?
Tb PYK inh: -4%

Results for O=C(CN1N=C(c2ccccc2)CCC1=O)NCc1ccc(F)cc1Cl ?
Tb PYK inh: -7%

Results for COC(=O)CCc1sc(Nc2ccc(OC)cc2)nc1-c1ccc(OC)cc1 ?
Tb PYK inh: 1%

What do the screens show for `COc1ccc(N2CCN(CCCNC(=O)c3ccc4nc(N5CCCCC5)sc4c3)CC2)cc1`?
Tb PYK inh: -4%

Results for Cc1ccc(-c2cn(-c3ccc(Cl)cc3)c(S(=O)(=O)CC(=O)Nc3ccccc3)n2)cc1 ?
Tb PYK inh: -6%

What do the screens show for `Cc1nn(C)c2c1c(-c1ccccc1)cc(=O)n2Cc1ccc(Br)cc1F`?
Tb PYK inh: 3%

Results for COC(=O)c1cc2sc(C)cc2n1Cc1nc(-c2ccc(C)cc2)oc1C ?
Tb PYK inh: 6%

What do the screens show for `CCN(CC)S(=O)(=O)c1ccc2c(c1)N(CC(=O)Nc1ccc(F)cc1F)C(=O)C1CCCN21` (stereo not given)?
Tb PYK inh: -6%

Results for Cc1ccc2onc(CNC(=O)NCc3ccccc3)c2c1 ?
Tb PYK inh: -7%

Results for O=C(CCCCn1c(=O)c2ccccc2n(CC(=O)Nc2ccc(F)cc2F)c1=O)NCc1ccccc1Cl ?
Tb PYK inh: -5%

Results for CCOc1ccccc1NC(=O)CSc1nccn1Cc1ccc(F)cc1 ?
Tb PYK inh: 1%

What do the screens show for `COc1ccc(Cn2ccc3nc(C)c(C(=O)NCc4ccc(OC)cc4OC)cc3c2=O)cc1`?
Tb PYK inh: -6%

How did CCOC(=O)c1ccccc1NC(=O)CSc1nc(=O)[nH]c2c1CCC2 do in these assays?
Tb PYK inh: -3%

How did CCNc1ncc2nc(CCc3ccccc3)c(=O)n(-c3ccc(OC)cc3)c2n1 do in these assays?
Tb PYK inh: -7%

What do the screens show for `COc1ccc(-c2csc3ncnc(Nc4cccc(OC)c4)c23)cc1`?
Tb PYK inh: -7%

Results for CCc1ccc(-n2nc(CO)c(C(=O)NCC(c3ccccc3)c3ccccc3)n2)cc1 ?
Tb PYK inh: -1%

How did CN1C(=O)c2ccccc2C1=O do in these assays?
Tb PYK inh: 3%[157 µM]

Quoted at random: three records from the list
How did CN1C(=O)c2ccccc2C1=O do in these assays?
Tb PYK inh: 3%[157 µM]

Results for Cc1ccc(-c2cn(-c3ccc(Cl)cc3)c(S(=O)(=O)CC(=O)Nc3ccccc3)n2)cc1 ?
Tb PYK inh: -6%

Results for CCc1ccc(-n2nc(CO)c(C(=O)NCC(c3ccccc3)c3ccccc3)n2)cc1 ?
Tb PYK inh: -1%

Next part.
Results for CCc1cccc(NC(=O)c2cc3c(=O)n(Cc4ccccc4)ccc3nc2C)c1 ?
Tb PYK inh: -2%

What do the screens show for `COC(=O)c1ccccc1N(C)S(=O)(=O)c1cc2c3c(c1)CC(=O)N3CCC2`?
Tb PYK inh: -5%

Results for Cc1ccc(CNC(=O)CN2C(=O)CSc3c2c(C)nn3-c2ccccc2)cc1 ?
Tb PYK inh: -3%

How did CCOc1ccc(NC(=O)CC2C(=O)N(c3ccccc3)C(=O)N2CCc2sccc2C)cc1 (stereo not given) do in these assays?
Tb PYK inh: 1%

Results for COc1cccc(Cc2nc3ccccc3nc2SCC(=O)Nc2cccc(C)c2)c1 ?
Tb PYK inh: -8%

Results for COc1cccc(CNC(=O)c2ccc3c(=O)n4nc(Nc5ccccc5)sc4nc3c2)c1 ?
Tb PYK inh: -4%

Results for CCn1cc2nc(SCC(=O)Nc3ccccc3C(F)(F)F)n(Cc3ccc(C)cc3)c(=O)c2n1 ?
Tb PYK inh: 5%

How did COc1ccc(CCN2C(=O)c3oc4ccc(F)cc4c(=O)c3C2c2ccc(C(C)(C)C)cc2)cc1 (stereo not given) do in these assays?
Tb PYK inh: 1%

How did COc1ccc(NC(=O)C2CCN(S(=O)(=O)c3ccc4[nH]c(=O)ccc4c3)CC2)cc1Cl do in these assays?
Tb PYK inh: -2%

How did O=C(CCC1N=C2c3ccccc3N=C(SCc3ccccc3F)N2C1=O)NCc1ccc(F)cc1 (stereo not given) do in these assays?
Tb PYK inh: -3%

How did O=C(Cn1c(=O)n(-c2ccccc2)c(=O)c2c3c(sc21)CCCC3)Nc1ccc(F)cc1F do in these assays?
Tb PYK inh: -9%

Results for CCc1ccccc1NC(=O)c1ccc2[nH]c(C)c(C)c2c1 ?
Tb PYK inh: -1%

What do the screens show for `CCc1ccc(NC(=O)CSC2=Nc3ccccc3C3=NC(CC(=O)NC4CCCCC4)C(=O)N23)cc1` (stereo not given)?
Tb PYK inh: 0%

What do the screens show for `Cc1cc(C)cc(OCCSc2nc3ccc(NC(=O)COc4ccccc4)cc3s2)c1`?
Tb PYK inh: -1%

Results for Cc1ccc(-c2nn3c(-c4ccccc4)nnc3c3ccccc23)cc1 ?
Tb PYK inh: -3%

Three successive compounds out of the list so far, for reference:
Results for CCc1cccc(NC(=O)c2cc3c(=O)n(Cc4ccccc4)ccc3nc2C)c1 ?
Tb PYK inh: -2%

What do the screens show for `COC(=O)c1ccccc1N(C)S(=O)(=O)c1cc2c3c(c1)CC(=O)N3CCC2`?
Tb PYK inh: -5%

Results for Cc1ccc(CNC(=O)CN2C(=O)CSc3c2c(C)nn3-c2ccccc2)cc1 ?
Tb PYK inh: -3%

Next structures.
How did O=C(Nc1ccc2nc(SCc3ccccc3)sc2c1)c1cccc(F)c1 do in these assays?
Tb PYK inh: -4%

How did Cc1ccc(-c2nnc3c4ccccc4c(C)nn23)cc1NC(=O)c1ccccc1 do in these assays?
Tb PYK inh: -8%

How did CCCN1CCN(CCCNC(=O)c2c(C)nn(-c3ccc(F)cc3)c2-n2cccc2)CC1 do in these assays?
Tb PYK inh: 2%

Results for Cc1ccc(C)c(NC(=O)CCCN2C(=O)C(c3ccccc3)Oc3cccnc32)c1 (stereo not given) ?
Tb PYK inh: 3%

What do the screens show for `CCOc1ccc(C(c2c(O)cc(C)n(CCOC)c2=O)N2CCN(c3ccccc3)CC2)cc1` (stereo not given)?
Tb PYK inh: 3%

How did COc1ccc(C)cc1NC(=O)CSc1nc2ccccc2nc1N1CCOCC1 do in these assays?
Tb PYK inh: -9%

How did Cc1ccc(NC(=O)c2nnn(CC(=O)Nc3ccc(C)c(Cl)c3)c2N)c(C)c1 do in these assays?
Tb PYK inh: 4%

What do the screens show for `CCOC(=O)c1cnc2ccc(Br)cc2c1NCCN1CCOCC1`?
Tb PYK inh: -3%

How did CCN(C(=O)C1CCN(S(=O)(=O)c2cc(Br)cc3c2N(C(C)=O)CC3)CC1)c1cccc(C)c1 do in these assays?
Tb PYK inh: 2%

How did Cc1ccccc1-c1nn2c(=O)cc(CN3CCN(C(=O)c4ccccc4Br)CC3)nc2s1 do in these assays?
Tb PYK inh: 2%

How did Cc1nc2ccc(S(=O)(=O)CCC(=O)Nc3ccc(Cl)cc3)cc2s1 do in these assays?
Tb PYK inh: -4%

What do the screens show for `Cc1cc(C)c2c(CC(=O)Nc3ccc(F)cc3)coc2c1`?
Tb PYK inh: -4%

What do the screens show for `Brc1cccc(-c2nnc(CN3CCN(c4ccccn4)CC3)o2)c1`?
Tb PYK inh: 2%

What do the screens show for `O=S(=O)(Nc1cccc(-c2ccc(N3CCCC3)nn2)c1)c1ccc(F)c(C(F)(F)F)c1`?
Tb PYK inh: -4%

What do the screens show for `Cc1ccc2oc3c(c(=O)c2c1)C(c1ccc(O)cc1)N(Cc1ccc2c(c1)OCO2)C3=O` (stereo not given)?
Tb PYK inh: 3%

Results for COc1ccc(NC(=O)CSc2nc(-c3cccs3)cc(C(F)(F)F)n2)cc1Cl ?
Tb PYK inh: -2%

Results for COc1ccc(C(=O)NCC(c2cccnc2)N2CCN(c3ccccc3)CC2)cc1 (stereo not given) ?
Tb PYK inh: 2%

How did CCOc1ccc(N(Cc2ccccc2)C(=O)c2nc(SCC)ncc2Cl)cc1 do in these assays?
Tb PYK inh: 5%

How did Cc1ccc(Cl)cc1NC(=O)C(Cc1ccccc1)NS(=O)(=O)c1cccc2nsnc12 (stereo not given) do in these assays?
Tb PYK inh: -1%

Results for Cc1ccc(OCC(=O)OCc2cc(=O)n3c(C)csc3n2)cc1 ?
Tb PYK inh: 0%

Results for CCOc1ccc(CC(=O)NCCc2sc3nc(-c4ccc(OC)cc4)nn3c2C)cc1 ?
Tb PYK inh: 1%

How did CCc1ccccc1NC(=O)C(CC)Sc1ncnc2c1sc1ccccc12 (stereo not given) do in these assays?
Tb PYK inh: 5%

What do the screens show for `CC1CCCCN1C(=O)Cn1ncc2c3ccccc3n(Cc3ccccc3F)c2c1=O` (stereo not given)?
Tb PYK inh: 1%

How did COc1ccc(OC)c(NC(=O)CSc2nc3ccccc3c(=O)n2CCC(=O)NC2CCCCC2)c1 do in these assays?
Tb PYK inh: 1%

What do the screens show for `Cc1ccc(Cl)cc1N1CCN(C(=O)c2cc3c(=O)oc4ccccc4c3s2)CC1`?
Tb PYK inh: -9%

What do the screens show for `O=c1cnc2cnc(OCc3ccccc3)nc2n1CCc1ccccc1`?
Tb PYK inh: 2%

Results for Cc1ccc(C(C(=O)NC2CCCCC2)N(C)Cc2ccccc2)cc1 (stereo not given) ?
Tb PYK inh: 2%

Only part of the results is shown; count on the stated rates, not on these rows.
